Source: PubChem BioAssay
PAD4 FP inh: human PAD4 inhibitors, primary screen, biochemical, fluorescence polarization, 1536-well format. Protein-arginine deiminase type-4 (Homo sapiens), Q9UM07. recombinant PAD4, RCA probe fluorescence polarization. inhibition, % at 6.36 µM. actives 0.41% (n = 330,000);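 active means percent inhibition above a cutoff equal to the mean of all tested compounds plus 3 SD, cut at about 15% in these data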;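 further: 0% = PAD4 with RCA probe and DMSO and 100% = probe without PAD4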
Target sequence (Q9UM07 whole entry, looked up): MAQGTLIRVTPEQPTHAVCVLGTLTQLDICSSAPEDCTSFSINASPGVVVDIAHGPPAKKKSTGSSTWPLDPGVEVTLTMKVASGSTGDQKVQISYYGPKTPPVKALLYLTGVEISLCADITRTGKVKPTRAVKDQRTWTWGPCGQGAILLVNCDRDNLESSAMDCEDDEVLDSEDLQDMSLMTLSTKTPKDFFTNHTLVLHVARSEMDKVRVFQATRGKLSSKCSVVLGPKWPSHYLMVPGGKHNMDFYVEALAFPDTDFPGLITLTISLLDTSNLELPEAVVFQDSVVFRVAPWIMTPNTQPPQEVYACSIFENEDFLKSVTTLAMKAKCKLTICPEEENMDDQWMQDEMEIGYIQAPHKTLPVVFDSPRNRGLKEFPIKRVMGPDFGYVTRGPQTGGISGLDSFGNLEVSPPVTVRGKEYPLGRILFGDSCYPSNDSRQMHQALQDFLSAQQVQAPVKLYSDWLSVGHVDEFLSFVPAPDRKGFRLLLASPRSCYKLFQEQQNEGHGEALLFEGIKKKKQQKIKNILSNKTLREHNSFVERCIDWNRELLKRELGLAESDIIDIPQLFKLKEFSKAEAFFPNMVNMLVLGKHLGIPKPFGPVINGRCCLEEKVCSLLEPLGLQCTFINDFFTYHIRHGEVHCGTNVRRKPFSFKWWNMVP
PME-1 inh: PME-1 inhibitors via competitive probe labeling, primary screen, biochemical, fluorescence polarization, FP-Rh probe, HTS. recombinant PME-1. inhibition, % at 5.9 µM. actives 0.53% (n = 320,000). AID 2130, 2009;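 active means inhibition above the campaign mean of all compounds plus 3 SD, cut at about 26% in these data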;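 further: competitive labeling of PME-1 active site by serine hydrolase directed probe; 0% = PME-1 with DMSO and 100% = wells lacking PME-1 enzyme; inhibitors block probe labeling so polarization falls and inhibition rises; many of its hits are not listed in these tables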
Fam108B inh: mouse Fam108B serine hydrolase inhibitors, primary screen, counter-screen for RBBP9 inhibitor project, biochemical, fluorescence polarization | AID 1947, 2009 | recombinant Fam108B, FP-Rh probe fluorescence polarization | actives 0.33% (n = 300,000) | inhibition, % at 9.51 µM;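 active means inhibition above the screen mean inhibition plus 3 SD, computed separately per campaign, cut at about 18% in these data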;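 further: inhibitors lower polarization as less probe binds the enzyme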
PAFAH1B3 inh: PAFAH1B3 enzyme inhibitors, primary screen, biochemical, fluorescence polarization, human; AID 492972, 2010; inhibition, % at 3.39 µM; actives 0.28% (n = 340,000); Platelet-activating factor acetylhydrolase IB subunit alpha1 (Homo sapiens), Q15102; recombinant PAFAH1B3, FP-rhodamine probe;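 active means inhibition above the screen-wide average of all tested compounds plus 3 SD, cut at about 25% in these data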;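 further: 0% = enzyme with DMSO only and 100% = wells lacking PAFAH1B3 protein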
GSTO1 inh: inhibitors of recombinant GSTO1, primary screen, counter-screen for RBBP9 inhibitor project, biochemical, fluorescence polarization; Glutathione S-transferase omega-1 (Homo sapiens), P78417; activity-based probe fluorescence polarization; inhibition, % at 5.96 µM; actives 1.1% (n = 300,000);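 active means inhibition above the campaign mean inhibition plus 3 SD, cut at about 35% in these data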;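 further: 0% = GSTO1-1 with DMSO and 100% = wells lacking GSTO1-1 enzyme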
LYPLA1 inh: LYPLA1 inhibitors, primary screen, counter-screen for PME1 inhibitor project, biochemical, fluorescence polarization, FP-Rh probe ABPP; Acyl-protein thioesterase 1 (Homo sapiens), O75608; recombinant LYPLA1; inhibition, % at 5.9 µM; actives 0.16% (n = 320,000); AID 2174, 2009;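 active means inhibition above the mean of all tested compounds plus 3 SD, set per campaign, cut at about 14% in these data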;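 further: inhibitors block serine hydrolase probe labeling of LYPLA1 so polarization falls; 0% = enzyme with DMSO and 100% = wells lacking LYPLA1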
PAFAH1B2 FP inh: PAFAH1B2 enzyme inhibitors, primary screen, biochemical, fluorescence polarization, human | Platelet-activating factor acetylhydrolase IB subunit alpha2 (Homo sapiens), P68402 | recombinant PAFAH1B2, FP-rhodamine activity probe | inhibition, % at 3.39 µM | actives 1.2% (n = 340,000) | AID 492953, 2010;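 active means inhibition above the mean of all tested compounds plus 3 SD, cut at about 24% in these data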;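 further: 0% = enzyme with DMSO and 100% = wells lacking PAFAH1B2; many of its hits are not listed in these tables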
pPAFAH inh: pPAFAH enzyme inhibitors, primary screen, biochemical, fluorescence polarization, human | Platelet-activating factor acetylhydrolase (Homo sapiens), Q13093 | recombinant pPAFAH, FP-rhodamine probe fluorescence polarization | inhibition, % at 3.39 µM | actives 1.5% (n = 330,000);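 active means inhibition above the mean inhibition across the screen plus 3 SD, cut at about 25% in these data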;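 further: inhibitors block binding of the rhodamine activity-based probe so polarization drops; 0% = enzyme with DMSO and 100% = wells lacking pPAFAH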
Target sequence (Q13093 whole entry, looked up): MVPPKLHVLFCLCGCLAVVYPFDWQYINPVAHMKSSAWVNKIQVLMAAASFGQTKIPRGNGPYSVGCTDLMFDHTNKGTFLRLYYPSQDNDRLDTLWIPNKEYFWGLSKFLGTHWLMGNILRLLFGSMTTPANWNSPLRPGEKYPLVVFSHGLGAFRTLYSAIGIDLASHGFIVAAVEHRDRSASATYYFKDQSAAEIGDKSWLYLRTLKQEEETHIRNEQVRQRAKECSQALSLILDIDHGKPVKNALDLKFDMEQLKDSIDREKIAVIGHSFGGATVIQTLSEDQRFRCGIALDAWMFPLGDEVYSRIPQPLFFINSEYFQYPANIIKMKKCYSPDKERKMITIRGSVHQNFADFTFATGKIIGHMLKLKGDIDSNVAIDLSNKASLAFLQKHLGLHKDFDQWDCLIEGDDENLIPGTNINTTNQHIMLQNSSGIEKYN
PAFAH2 FP inh: PAFAH2 enzyme inhibitors, primary screen, biochemical, fluorescence polarization, human. recombinant PAFAH2, FP-rhodamine activity probe. inhibition, % at 3.39 µM. actives 0.99% (n = 340,000). AID 492956, 2010;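 active means inhibition above the mean over all tested compounds plus 3 SD, cut at about 30% in these data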;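 further: inhibitors block probe labeling of enzyme so polarization drops; 0% = enzyme with DMSO and 100% = wells lacking PAFAH2 protein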
An asterisk follows results filed as active; . = no result given. This is a subset. The share of hits here may be higher or lower than overall.

nr	molecule	PAD4 FP inh	PME-1 inh	Fam108B inh	PAFAH1B3 inh	GSTO1 inh	LYPLA1 inh	PAFAH1B2 FP inh	pPAFAH inh	PAFAH2 FP inh
1	CC1CCCCN1C(=O)C(=O)c1cn(CC(=O)N2CCCC2)c2ccccc12 (centres undefined)	0	3	-5	13	-2	-1	5	-2	4
2	CC(C(=O)NCc1ccccc1Cl)n1cc([N+](=O)[O-])cn1 (centres undefined)	1	1	2	6	9	5	1	4	5
3	CCOc1cc([C@H]2[C@@H]3CCCC[C@]3(O)CCN2CC(=O)NCc2ccco2)ccc1O	-3	-6	2	3	-2	0	1	8	2
4	COc1ccc(CCNC(=O)c2ccc3c(c2)N(Cc2ccc(C)cc2)CCS3)cc1OC	-2	19	0	2	4	-1	2	12	-4
5	COc1ccc(CN(C(=O)c2snc(C(N)=O)c2N)C(C(=O)NC(C)(C)C)c2ccco2)cc1 (centres undefined)	1	1	-2	6	0	-1	-1	1	-1
6	COc1cc2c(cc1OC)-c1cc(Nc3ccc(N(C)C)cc3)nc(=O)n1CC2	6	3	1	-3	12	-3	3	5	4
7	Cc1cc(C)n(C(=O)CNC(=O)Cc2ccccc2)n1	-5	2	1	6	5	1	4	3	1
8	CC(=O)c1cccc(S(=O)(=O)Nc2c(C)nn(C)c2C)c1	2	1	.	5	.	-1	4	2	-5
9	Cc1ccc(S(=O)(=O)Nc2ccccn2)cc1[N+](=O)[O-]	-2	5	3	.	1	1	.	2	.
10	COc1ccc(Cl)cc1NC(=O)C1(c2cccs2)CCOCC1	-1	1	0	8	2	-3	8	4	2
11	COC(=O)c1sccc1NC(=O)Nc1ccccc1F	2	-1	2	6	4	1	1	0	-10
12	N/N=C(\c1ccccc1)C12CN3CN(CN(C3)C1)C2	0	-6	1	-6	-1	0	7	3	5
13	Cn1c(NC(=O)C[n+]2cc(-c3ccc(Cl)cc3)n3c2CCC3)cc(=O)n(C)c1=O	1	-3	2	18	-3	4	-1	2	4
14	O=C(O)CCC(=O)NNC(=O)COc1cccc(Cl)c1	7	5	-2	4	6	1	3	-4	-2
15	COc1ccc(OCCOCCOc2ccc(C)cc2[N+](=O)[O-])cc1	-1	6	1	3	-2	0	1	-1	6
16	CC(/C=C/c1ccco1)=N\NC(=O)c1cc(Cl)ccc1O	0	-4	4	10	-5	-4	10	32*	17
17	COc1ccc(CNC(=O)COC(=O)CCC2CCCCC2)cc1	-1	3	2	6	6	1	3	31*	10
18	CCN(CC)CCNC1=NCCn2c1cc1cc(OC)ccc12	-3	11	1	5	0	0	7	-10	-5
19	COC(=O)c1ccccc1NS(=O)(=O)c1ccc(NC(C)=O)cc1	-2	-4	2	3	-2	1	5	2	7
20	O=C(O)CC(CC(=O)Nc1ccc(-n2ccc(C(F)(F)F)n2)cc1)c1ccccc1 (centres undefined)	5	-2	0	-2	14	0	1	1	6
21	COCCN(C(=O)CSCc1ccc(C)cc1)c1c(N)n(CC(C)C)c(=O)[nH]c1=O	-2	-1	.	5	.	3	2	0	0
22	O=C(COC(=O)c1ccc(O)cc1O)c1ccc2c(c1)OCO2	0	-2	-1	4	6	2	-1	-3	1
23	CC12CCC(C/C1=N/O)C2(C)CBr (centres undefined)	4	1	0	3	12	0	8	2	-5
24	CCCCn1c(NC(C)=O)c(C#N)c2nc3ccccc3nc21	-19	0	2	4	27	-2	5	8	4
25	COc1ccc(S(=O)(=O)N(C)CC(=O)Nc2ccc3c(c2)OCO3)cc1	-2	-1	0	0	1	2	-3	5	-3
26	Cc1c(NC(=O)c2ccco2)c(=O)n(-c2ccccc2)n1C	3	8	1	1	0	1	3	6	-2
27	CON(C)C(=O)C[C@@H]1C[C@H](OC(=O)c2ccc([N+](=O)[O-])cc2)CN1C(=O)OC(C)(C)C	-2	.	.	6	.	.	0	7	-5
28	O=C(c1ccccc1)N1CCN(Cc2ccc3c(c2)OCO3)CC1	1	3	-4	-2	1	2	0	4	-3
29	CCN(CC(=O)Nc1c(F)cccc1F)C(=O)CCN1C(=O)C2CC=CCC2C1=O (centres undefined)	1	-2	4	7	5	3	-5	7	4
30	CCCCOc1ccc(CNn2c(C)nc3ccccc3c2=O)cc1	-3	-3	-2	6	-2	-4	3	-3	-6
31	CC1CCc2c(sc(/N=C/N(C)C)c2C#N)C1 (centres undefined)	8	-4	11	5	2	2	-1	5	3
32	COc1ccc(C(=O)NCC(=O)N2CCN(c3ccc(Cl)cc3)CC2)cc1	2	4	-6	-1	0	-2	6	5	-1
33	FC(F)(F)c1cnc(Sc2ncn[nH]2)c(Cl)c1	-1	-1	3	3	-2	-1	0	1	1
34	O=C(NCc1ccc2c(c1)OCO2)NC12CC3CC(CC(C3)C1)C2	-1	-11	3	-1	5	-4	5	2	2
35	O=C(c1cccc(C(=O)N2CCN(c3ccc(F)cc3)CC2)c1)N1CCN(c2ccc(F)cc2)CC1	0	8	1	-1	4	0	-1	4	1
36	CCCC(=O)Nc1ccc(NC(=O)c2cccc(OC)c2)nc1	0	-1	0	0	3	4	3	1	-4
37	COc1cc(C(=O)NNC(=O)COc2ccccc2Cl)ccc1OCC(=O)N1CCOCC1	0	1	.	6	.	2	2	1	9
38	CCOC(=O)Cc1csc(N/N=C/c2ccc(C(F)(F)F)cc2)n1	-2	-5	0	-2	1	-3	-2	-1	-4
39	O=C1CC(c2cccc([N+](=O)[O-])c2)c2ccc3ccccc3c2N1 (centres undefined)	2	9	-1	2	4	-3	2	6	-3
40	COc1ccc(NC(=O)CSc2nc3ccccc3cc2Cc2ccccc2)cc1	-2	-2	-2	3	8	3	3	0	-3
41	COc1ccc(Cl)cc1N(CC(=O)NCCSCc1ccccc1)S(C)(=O)=O	1	2	-4	4	1	1	3	7	0
42	Cc1ccc(-c2nnc(CSc3nnc(C)s3)o2)cc1	-6	7	4	4	3	2	2	3	-3
43	O=C(O)CCCNc1cc(N2CCC3(CC2)OCCO3)c2noc3c2c1C(=O)c1ccccc1-3	18*	-2	35*	.	54*	1	.	76*	.
44	CCCN(CCC)CCNC(=O)CCC(=O)Nc1ccc2nc(N3CCOCC3)cc(C)c2c1	1	-2	1	5	6	1	1	4	0
45	Cc1ccc(S(=O)(=O)N(C)CC(=O)NCC(c2ccco2)N(C)C)cc1 (centres undefined)	1	2	.	-3	.	2	6	3	0
46	O=C(c1ccc(COc2ccccc2Br)cc1)N1CCCCCC1	-2	-8	0	-7	-4	2	2	11	4
47	COc1cc(C(=O)NC2=C(C#N)CCC2)cc(OC)c1OC	-2	-4	-1	9	0	-3	1	-4	1
48	Cc1ccc(S(=O)(=O)N2CCC[C@H]2C(=O)Nc2ccccc2C)cc1	3	.	.	11	.	.	3	-3	1
49	O=C(CSc1nc(O)c(C(c2ccccc2)c2ccccc2)c(=O)[nH]1)N1CCOCC1	1	2	1	3	-3	1	4	3	3
50	CCSc1nnc(-c2c[nH]c3ccccc23)o1	-6	3	-2	9	2	-3	2	4	3
51	CCN(CC)CCCN1C(=O)c2oc3ccccc3c(=O)c2C1c1cc(OC)ccc1OC (centres undefined)	0	2	0	-1	2	0	-3	2	2
52	C=C1CCC[C@]2(C)C[C@H]3OC(=O)C(CN(C)CC(OC)OC)[C@H]3CC12 (some centres undefined)	-3	-1	2	7	-6	2	15	1	15
53	COC(=O)C1=C(Cn2cnc3ccccc32)NC(=O)NC1c1cc(C)ccc1C (centres undefined)	-3	6	1	-5	3	-2	-1	1	-9
54	CCN1C(=O)[C@H]2[C@@H](c3ccc(-c4ccc(C(C)=O)cc4)cc3)N3CCCC[C@@]3(C(=O)OC)[C@H]2C1=O	-2	-2	-3	6	-8	-1	2	2	1
55	CC1Sc2ccc(S(=O)(=O)N3CCC(C(=O)NCC(C)c4ccccc4)CC3)cc2NC1=O (centres undefined)	-2	8	3	4	-8	7	8	5	7
56	CCNC(=S)N(CCc1ccc(S(N)(=O)=O)cc1)C1CC(=O)N(c2ccccc2)C1=O (centres undefined)	0	2	-3	-2	0	-2	0	-2	-9

Continued.
nr	molecule	PAD4 FP inh	PME-1 inh	Fam108B inh	PAFAH1B3 inh	GSTO1 inh	LYPLA1 inh	PAFAH1B2 FP inh	pPAFAH inh	PAFAH2 FP inh
57	CN(C)CC(C)(C)CNS(=O)(=O)c1cccc(Cl)c1Cl	-1	-1	0	7	-8	-4	9	4	-8
58	CC1CCCN(C(=O)COC(=O)CNC(=O)c2ccc(Br)cc2)C1 (centres undefined)	2	1	-2	-5	8	-2	7	6	2
59	CC1Cc2ccccc2N1C(=O)CSc1nnc(Cn2nnc3ccccc32)n1C (centres undefined)	-2	-1	-3	0	-1	0	1	7	2
60	CSc1ccccc1C(=O)NCc1ccc2c(c1)OCO2	1	-5	5	4	8	0	4	7	-9
61	COC(=O)C1=C(C)Nc2nc3ccccc3n2C1c1ccccc1F (centres undefined)	0	0	0	.	7	-3	.	-2	.
62	CCC(C)c1ccc(NC(=S)NN2CCOCC2)cc1 (centres undefined)	1	3	12	6	-6	1	2	0	-3
63	Cc1cc2ncn(/N=C/c3ccc(-c4ccccc4)o3)c2cc1C	-11	0	-2	4	-2	-6	1	-1	-3
64	Cc1ccc(Cl)cc1N1CCN(C(=O)c2ccc(CN3CCOCC3)cc2)CC1	-1	2	-3	4	-3	-4	-2	7	8
65	COc1ccc(CCn2c(C)cc(C(=O)CSc3nc(N)cc(=O)[nH]3)c2C)cc1	30*	-15	0	-2	-14	-7	1	35*	-4
66	COc1cc(C(C)=O)ccc1OCC(O)CNCC(O)c1ccccc1 (centres undefined)	5	0	-2	9	-2	-1	7	-3	-2
67	CC1CCCN(c2ccc3nncn3n2)C1 (centres undefined)	-5	0	-2	11	1	0	1	3	-4
68	COCCn1c(SCc2ccc(OC)c(F)c2)nnc1-c1ccncc1	1	3	0	3	-3	0	0	4	5
69	CCn1c(CSc2nc3ccccc3s2)nnc1SCC(=O)c1ccc2c(c1)OCCO2	-1	4	-5	0	8	-2	4	4	3
70	CNC1(C)[C@H]2CC[C@H](C2)C1(C)C (some centres undefined)	4	.	.	3	.	.	7	1	-11
71	O=C(c1cnc2n(c1=O)CCS2)N1CCc2ccccc21	-4	-3	5	10	0	2	-2	1	1
72	COC(=O)CNC(=O)CSc1nc2sc(-c3ccccc3)cc2c(=O)n1-c1ccccc1	0	-4	-5	5	-13	-4	4	9	-4
73	CCOC(=O)n1c(=O)n(Cc2ccc(Cl)c(Cl)c2)c2ccccc21	-6	-4	3	-6	-5	-2	3	3	0
74	Cc1ccccc1CN1CCN(CC(=O)NCc2ccccc2)C1=O	-1	3	-4	6	2	1	-3	2	-1
